# From PubChem
# Glyco luc inh: blocks N-linked glycosylation in D54 reporter cells | D54 ERlucT glycosylation luciferase reporter, 24 h; percent of 100 nM tunicamycin response | reporter increase, % at 12.5 µM | actives 0.23% (n = 360,000);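 active means mean luciferase reporter signal, scaled so untreated is 0 and the glycosylation-blocking control 100, at or above a set limit in every replicate; inconclusive means mean reaches the limit but not every replicate does; inactive means mean below the limit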;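 further: luciferase carries N-glycosylation sites so blocking glycosylation raises the light; 0% = median of neutral control wells and 100% = median of 100 nM tunicamycin wells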
# PDI turbidity: PDI (human) enzyme inhibition | actives 0.052% (n = 350,000) | inhibition, % at 10 µM | PDI insulin aggregation turbidity, A650, 90 min;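 active means mean inhibition across replicates of 30% or more, whatever share of single replicates reach that level; inconclusive means mean inhibition below 30% while every single replicate reaches 30%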;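 further: absorbance from insulin aggregation driven by PDI reduction with DTT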
# Target sequence (P07237 whole entry, looked up): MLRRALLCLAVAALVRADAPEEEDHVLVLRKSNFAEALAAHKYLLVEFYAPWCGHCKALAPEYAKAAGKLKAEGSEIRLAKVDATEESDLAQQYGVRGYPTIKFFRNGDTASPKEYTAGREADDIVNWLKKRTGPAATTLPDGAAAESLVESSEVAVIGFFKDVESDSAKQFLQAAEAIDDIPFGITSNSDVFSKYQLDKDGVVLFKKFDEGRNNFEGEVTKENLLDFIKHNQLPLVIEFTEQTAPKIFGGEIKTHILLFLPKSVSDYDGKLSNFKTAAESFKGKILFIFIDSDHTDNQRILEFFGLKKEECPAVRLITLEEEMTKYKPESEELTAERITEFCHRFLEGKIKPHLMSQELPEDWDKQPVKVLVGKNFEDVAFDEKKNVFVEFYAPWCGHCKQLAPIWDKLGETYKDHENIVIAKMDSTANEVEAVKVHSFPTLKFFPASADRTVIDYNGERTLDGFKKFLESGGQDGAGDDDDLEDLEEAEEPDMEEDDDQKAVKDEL
# H9c2 protect: modulators protecting cardiomyocytes from myocardial damage; H9c2 cardiomyocytes, H2O2 injury protection, ATPLite, 2 h; AID 588492; protection from H2O2 cell death, % at 20 µM; actives 0.63% (n = 360,000);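 active means compounds giving at least 50% protection of heart cells from peroxide-induced death in the single-dose screen, raw or plate-pattern-corrected value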;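 further: 0% = DMSO wells with peroxide and 100% = DMSO wells without peroxide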
# ABCB6 inh 2: blocks the human ABCB6 transporter | K562-ABCB6 porphyrin accumulation, flow cytometry, 1 h; hits give low values | fluorescence ratio to DMSO, % at 10 µM | actives 0.19% (n = 360,000) | AID 602162;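 active means fluorescence ratio to DMSO below 75%, the collection mean minus 3 SD; inconclusive means too few cells collected in the well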;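 further: signal is porphyrin accumulated inside mitochondria; 100% equals median channel fluorescence of DMSO control wells; lower ratio means ABCB6 inhibition with less porphyrin fluorescence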
# MC4R barr agon: activates human MC4R beta-arrestin recruitment; activation, % at 8.9 µM; U2OS MC4R beta-arrestin complementation, luminescence; percent of melanotan II response, DMSO zero; P32245; actives 0.98% (n = 360,000);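 active means activation above a per-plate cutoff, the mean activation of sample wells on that plate plus 3 SD, cut at about 8% in these data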
# Target sequence (P32245 whole entry, looked up): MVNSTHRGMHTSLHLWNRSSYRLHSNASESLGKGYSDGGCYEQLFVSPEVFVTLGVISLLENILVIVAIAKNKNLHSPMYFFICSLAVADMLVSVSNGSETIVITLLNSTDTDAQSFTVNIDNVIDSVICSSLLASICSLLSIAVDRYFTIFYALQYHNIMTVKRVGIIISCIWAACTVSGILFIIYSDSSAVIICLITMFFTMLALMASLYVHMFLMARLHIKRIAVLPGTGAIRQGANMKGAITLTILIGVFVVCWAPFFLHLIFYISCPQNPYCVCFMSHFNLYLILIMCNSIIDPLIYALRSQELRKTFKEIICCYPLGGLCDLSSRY
# MC4R antag cAMP: blocks human MC4R cAMP signaling; P32245; MC4R-expressing cells, MTII-stimulated cAMP, LANCE TR-FRET; inhibition, % at 6.5 µM; actives 0.48% (n = 360,000); AID 540295;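 active means inhibition above its plate's cutoff, the mean of tested wells on that plate plus 3 SD, cut at about 29% in these data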;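 further: 0% = Melanotan II alone and 100% = Melanotan II plus saturating MCL0020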
#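 Material: human MC4R-expressing U2OS cells. Probe or stimulus: Melanotan II challenge. Dosing: 6.5 µM single dose. Times: 30-min compound, 1-h challenge, 1-h detection, room temperature. Technique: TR-FRET with Eu-cAMP and labeled anti-cAMP, 671 nm. Replication: singlicate.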
# aDG glyco up: alpha-DG glycosylation activation; AID 624168; Pro5-aDG cells, alpha-DG glycosylation AlphaScreen (IIH6); 0% Pro5, 100% B10-LARGE cell signal; actives 0.22% (n = 360,000); activation, % at 10 µM;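 active means activation of at least 8% versus controls, or a plate z-score of at least 8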;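 further: Pro5 are CHO cells carrying HIG-tagged alpha-DG that lacks glycosylation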
# m5-HT2A agonist: mouse HTR2A agonism via beta-arrestin recruitment; P35363; actives 0.66% (n = 360,000); CHO-K1 mHTR2A beta-arrestin complementation, luminescence; percent of 30 µM serotonin response; activation, % at 7.6 µM; AID 624169;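 active means activation above a run cutoff, the mean activation of all tested compounds plus 3 SD, cut at about 14% in these data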;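 further: 0% = plate median of compound wells and 100% = 30 µM serotonin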
# Vif inh: blocks HIV Vif function; HEK293T cells, Vif self-association by quenched fluorescence, imaging, 24 h; inhibition, % at 7.49 µM; actives 0.35% (n = 340,000); in the data active means inhibition above about 50%, passing the limit was not always enough; inconclusive means no clear call, values can overlap the other calls; inactive means below about 31%; further: some results filed as inactive read as strong as hits
# CaV13 FRET inh: Disruptors of the CACNA1D IQ motif to Ca2+-dependent inactivation inhibitor domain association, primary screening, Förster resonance energy transfer in intact living … | HEK cells, CFP/YFP FRET ICDI-IQ, plate reader, 10 min; percent FRET-ratio fall versus neutral wells | inhibition, % at 12.3 µM | actives 0.098% (n = 340,000) | AID 743397;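 active means mean replicate inhibition of at least 30% and at least 1% of replicates passing that level; inconclusive means only one of the two criteria is met; inactive means neither criterion is met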;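 further: 0% = median of the neutral control wells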
# Active calls of the source: *; ? = inconclusive; / = not tested or not shown.
SMILES,Glyco luc inh,PDI turbidity,H9c2 protect,ABCB6 inh 2,MC4R barr agon,MC4R antag cAMP,aDG glyco up,m5-HT2A agonist,Vif inh,CaV13 FRET inh
COc1cc(OC)cc(C(=O)NNC(=O)CN2C(=O)NC3(CCCC3)C2=O)c1,1,-2,-3,97,-0.3,0,0.2,0,3,-2
O=C(O)c1ccc(-c2cccc([N+](=O)[O-])c2)o1,1,6,4,94,-0.3,-5,0.1,-1,-3,-2
CC1CCCC(NC(=O)CSC2CCCCC2)C1C (centres undefined),-2,-7,15,94,1.1,2,0.0,-4,-4,0
COCCCNC(=O)c1ccc2nc([C@@H]3O[C@H](CO)[C@H](O)[C@H](O)[C@H]3O)[nH]c2c1,1,-7,1,100,-1.9,4,-0.2,5,7,-6
Cc1ccc(/C=c2\sc3nc(-c4ccco4)nn3c2=O)o1,0,6,8,109,4.2,16,0.0,0,?,/
N#CCCCSc1nnnn1-c1cccc(Cl)c1,1,-2,-14,87,0.6,9,0.1,3,3,-3
COc1ccc(CC(=O)Nc2nncs2)cc1OC,3,-3,-3,98,1.3,3,-0.2,1,-1,-8
COc1cccc(-c2cnc(C(O)c3ccc(OC)c(F)c3)[nH]2)c1 (centres undefined),1,7,-2,101,-1.4,3,-0.3,2,-4,-10
O=C(OCC(=O)N1CCN(c2ccccc2)CC1)c1ccc(Cl)nc1,1,1,3,93,0.3,-3,-0.1,-5,8,-2
COc1ccc([C@@H]2CC(=O)[C@@H]3CN(S(=O)(=O)c4ccc(C)cc4)[C@H](c4ccccc4)C[C@@H]3N2S(=O)(=O)c2ccccc2)cc1,1,/,4,89,/,/,0.0,1,/,-6
COc1ccc(CN(C)C(=O)c2ccc3c(=O)n4c(nc3c2)CCC4)cc1,2,-18,5,102,-0.7,0,0.2,0,-2,-3
COc1ccc(CP(=O)(c2ccccc2)c2ccccc2)cc1,2,3,-2,94,-1.9,-4,-0.2,2,-3,-3
O=C(NCc1cccnc1)C(=O)Nc1nc(C23CC4CC(CC(C4)C2)C3)cs1,-4,-7,1,84,4.1,10,-0.1,3,-19,-5
COC(=O)c1cc(NC(=O)C2COc3ccccc3O2)ccc1Cl (centres undefined),1,-1,-7,99,2.9,8,0.1,1,-6,-8
O=S(=O)(Cc1ccc(Cl)cc1)c1ccccc1-c1nnc(-c2ccccc2)o1,1,-9,-18,94,1.2,8,0.9,4,-1,/
COc1ccc(OC)c(N=c2oc3c(OC)cccc3cc2C(=O)NCc2ccco2)c1,0,-5,8,101,-2.2,7,0.0,3,14,-5
Cc1cc(C(=O)N2CCOCC2)ccc1[N+](=O)[O-],2,1,0,94,-0.9,-1,-0.3,3,13,-3
CCCNC(=O)CCn1nc(-c2ccc(Cl)cc2)c2ccccc2c1=O,1,3,-2,100,0.3,3,-0.1,5,?,-4
CCN(CC)CC#CCC(O)(c1ccccc1)c1ccccc1,-3,1,-2,101,-0.8,21,-0.4,-4,-2,2
CC[C@@]1(C(=O)OC)N[C@H](CN(C)S(=O)(=O)c2ccccc2)[C@@H]2C(=O)N(Cc3ccccc3)C(=O)[C@@H]21,0,14,15,92,0.0,6,0.2,7,2,-3
COc1ccc(CNC[C@H]2O[C@@H](n3cnc4c(N)ncnc43)[C@H](O)[C@@H]2O)cc1OC,-1,7,-7,101,0.9,15,-0.1,4,-1,/
COc1cccc(N2CCN(CC(=O)C34CC5CC(CC(C5)C3)C4)CC2)c1,1,15,-3,95,-0.8,7,0.0,4,/,-3
C=CCC1c2cccc(C(=O)O)c2C(=O)N1c1cccc(C)c1 (centres undefined),1,-7,0,104,-1.3,0,-0.2,-1,6,-9
CCOC(=O)C(=O)Nc1nnc(COc2ccccc2)s1,1,-1,-2,95,1.1,14,-0.1,3,3,6
CCOC(=O)CNC(=O)C1(NC(=O)CNC(=O)OCc2ccccc2)CCCC1,-4,-1,4,99,-1.6,10,-0.1,-3,2,-6

# Other compounds.
SMILES,Glyco luc inh,PDI turbidity,H9c2 protect,ABCB6 inh 2,MC4R barr agon,MC4R antag cAMP,aDG glyco up,m5-HT2A agonist,Vif inh,CaV13 FRET inh
O=C(NCC12CC3CC(CC(C3)C1)C2)c1cc2n(n1)C(C(F)(F)F)CC(c1ccco1)N2 (centres undefined),-5,-2,2,97,7.3,3,-0.4,2,-2,/
CCOC(=O)c1c(NC(=O)COC(=O)CCOc2ccc(C)cc2)sc(C(=O)N(C)C)c1C,2,4,-3,101,0.3,-2,-0.1,4,-1,-11
Cc1cccc(/C=N/NC(=O)c2cc(-c3cccnc3)nc3ccccc23)c1,2,4,2,97,-2.5,4,-0.3,-6,-9,-19
Cc1ccc(CN=C(Nc2ccccc2)NC2CCCCC2)cc1,-1,-2,4,98,0.9,14,1.3,-1,2,-7
COc1ccc(C2(O)CCN(C(=O)c3c(F)cccc3F)CC2)cc1,0,-3,-4,99,-0.3,-6,0.0,-1,1,/
CN1CCN(C(=O)c2cc3nc(-c4ccc(Cl)cc4)cc(C(F)(F)F)n3n2)CC1,0,-19,-22,97,-1.2,-12,1.0,-4,3,-6
CCN(CCn1cccn1)Cc1nc(-c2ccccc2)no1,-3,3,-1,92,-1.4,8,-0.1,1,6,-3
CN(C)CCCO/N=C(\c1ccccc1)c1ccncc1,-3,-6,5,91,-0.1,2,0.1,-7,1,-4
CC(C)S(=O)(=O)N1CCCC(C(=O)c2cccc(Cl)c2)C1 (centres undefined),-3,-3,6,104,-0.9,23,0.3,-2,7,-7
Cc1cccc(C)c1-n1nnnc1C(c1ccnc2ccccc12)N1CCN(C/C=C/c2ccccc2)CC1 (centres undefined),-9,/,-3,92,/,/,-0.1,-9,1,-6
O=C(CN1CCN(c2ccccn2)CC1)Nc1ccccc1,0,-4,10,99,0.5,2,0.3,10,-11,/
O=[N+]([O-])c1cccc(S(=O)(=O)NCC2CCCO2)c1 (centres undefined),-1,6,3,95,2.3,-3,1.6,1,11,-3
CCOC(=O)C1CCCN(c2nnnn2-c2ccccc2)C1 (centres undefined),3,-7,10,95,-1.1,5,0.2,0,2,/
CC1CCc2c(sc3nc(CSc4ncn[nH]4)[nH]c(=O)c23)C1 (centres undefined),-4,1,-6,99,-1.9,9,0.0,2,2,-5
COc1ccc(O)c(-c2cc(-c3cccc(Br)c3)n[nH]2)c1,0,-9,-31,100,5.7,11,0.3,-1,-16,/
O=c1[nH]n2c(=O)c3c([nH]c2c1N=Nc1cccc(Cl)c1)CCC3,3,-5,8,98,-1.4,5,-0.2,-3,-1,-3
NNC(=O)c1nc(-c2ccccc2)n2c1CCCCC2,1,8,-3,103,0.9,8,-0.1,1,-2,-7
CN1CCN(/C=N/c2c(C#N)cnn2Cc2ccccc2)CC1,2,2,13,88,-2.0,-3,0.1,-12,14,/
Cc1nc(C2CCCCC2)c(-c2ccccc2)c(N2CCOC2=O)c1C,-3,-3,-4,96,-0.3,0,0.4,-3,/,-11
CC1CCCCC12NC(=O)N(CC(=O)N1CCN(S(=O)(=O)c3ccc(Cl)s3)CC1)C2=O (centres undefined),3,8,0,100,0.5,10,-0.2,5,/,-5
O=C(NNC(=O)c1ccc([N+](=O)[O-])cc1)c1ccc(NS(=O)(=O)c2cccs2)cc1,-1,-4,-5,98,-3.0,-1,-0.2,-6,5,-7
Cc1oc(-c2ccccc2F)nc1CS(=O)CC(=O)NC1CC1 (centres undefined),0,-6,-3,100,-2.9,4,-0.1,6,-4,-3
Cc1cc(-c2ccco2)n(CC(=O)NCCCc2ccccc2)n1,-1,18,2,100,-0.7,4,0.0,-4,28,-7
O=C(NCCO)c1nc2ccccc2s1,0,-6,10,91,-2.0,0,0.2,-2,-2,-5
Cc1ccc(NNS(=O)(=O)c2ccc(C)cc2)cc1,3,4,39,97,2.6,-1,-0.1,2,-9,-5

# Next records
SMILES,Glyco luc inh,PDI turbidity,H9c2 protect,ABCB6 inh 2,MC4R barr agon,MC4R antag cAMP,aDG glyco up,m5-HT2A agonist,Vif inh,CaV13 FRET inh
O=C(Cc1cccc2ccccc12)Nc1ccccc1C(=O)O,-2,-1,1,99,-0.2,-2,-0.1,0,3,-3
COc1ccc(S(=O)(=O)O/N=C2\CCCc3ccccc32)cc1,3,9,-4,102,0.8,7,-0.1,0,-5,-5
COc1ccc(C(C)(NC(C)=O)c2nc(-c3ccc(S(C)(=O)=O)cc3)cs2)cc1 (centres undefined),-5,4,16,91,-1.3,2,-0.1,3,13,-6
COc1cc(CCC(=O)Nc2ccc(C)c(S(=O)(=O)N3CCCCCC3)c2)cc(OC)c1OC,-2,2,-24,90,1.5,18,1.2,-2,-11,-5
CN1CCN(c2ccccc2NC(=S)NC(=O)c2cc3ccccc3o2)CC1,-2,5,-5,105,-2.6,-4,0.3,-5,2,/
COc1ccccc1NC(=O)/C=C\c1ccco1,2,-5,-1,98,-1.7,8,0.0,-4,-1,-18
CCn1c2ccccc2c2nn(C)c(=N)nc21,/,4,-13,92,-0.9,-4,0.3,3,/,-5
O=C(N/N=C\c1ccc(COc2ccc([N+](=O)[O-])cc2)o1)c1cccc(Cl)c1,-5,-4,8,89,-2.0,7,0.6,-3,-13,-4
CC(=O)Nc1ccc(N/C(N)=N/c2nc(C)cc(C)n2)cc1,1,-3,3,96,-2.0,-5,-0.2,-1,-11,-5
CCCCNC(=O)COC(=O)c1ccc(N(C)C)cc1,1,3,4,93,-3.0,5,-0.1,6,2,-3
Cc1ccc(/C=C(\C#N)c2nc3ccccc3[nH]2)s1,-2,-5,-15,105,-1.3,-14,0.1,2,-1,/
Cc1c(NC(=O)C(C)OC(=O)c2ccc([N+](=O)[O-])s2)c(=O)n(-c2ccccc2)n1C (centres undefined),4,-3,13,?,-2.2,2,1.7,-1,21,-5
Cc1ccc(C2=NNC(=Nc3ccc(F)cc3)SC2)cc1,-1,0,-11,100,-2.3,-6,0.0,-1,2,13
Cc1cccc(OCCNC(=O)c2ccc(Oc3ccc(C(F)(F)F)cc3[N+](=O)[O-])cc2)c1,-1,-2,-3,96,-2.6,-3,0.1,-3,13,-4
COc1ccc(CNC(=O)COC(=O)[C@H](Cc2ccccc2)NC(=O)c2cccs2)cc1,3,-3,9,93,-1.6,27,0.0,2,-1,-17
O=C(Nc1ccc2oc(-c3ccncc3)nc2c1)c1ccc2c(c1)OCO2,-1,-6,6,92,-1.3,0,0.0,0,2,1
N#CC1(NC(=O)COC(=O)C2CCN(S(=O)(=O)c3ccc4c(c3)OCCO4)CC2)CCCCC1,0,-7,-4,95,0.3,3,-0.2,-3,?,-2
CSc1cccc(NC(=O)CCNC(=O)c2ccco2)c1,0,1,0,93,-2.6,14,0.0,2,-11,1
